HTRA1 inhibitor: HTRA1 (human) protease inhibition; 0.5% of 340,000 active; recombinant HTRA1, FP-rhodamine activity-based probe, fluorescence polarization; Q92743; inhibition, % at 5.96 µM; in the data active = inhibition above about 36%;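 also: 0% = enzyme with DMSO and 100% = wells lacking enzyme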
TCR-CD3 inh: human TCR-CD3 binding inhibition | inhibition, % at 9.4 µM | TAMRA-labeled TCR probe fluorescence, biochemical | 0.37% of 360,000 active; in the data active = inhibition above about 19%;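 also: recombinant mutant TCR 2C K166C tagged with TAMRA read by polarization; 0% = receptor in buffer alone and 100% = receptor with positive control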
MBD2 inh: MBD2-methylated oligo binding inhibition; Q9UBB5; TR-FRET, MBD2 binding to methylated oligonucleotide; inhibition, % at 4.4 µM; 0.31% of 370,000 active; in the data active = inhibition above about 13%
Target sequence (Q9UBB5 whole entry, looked up): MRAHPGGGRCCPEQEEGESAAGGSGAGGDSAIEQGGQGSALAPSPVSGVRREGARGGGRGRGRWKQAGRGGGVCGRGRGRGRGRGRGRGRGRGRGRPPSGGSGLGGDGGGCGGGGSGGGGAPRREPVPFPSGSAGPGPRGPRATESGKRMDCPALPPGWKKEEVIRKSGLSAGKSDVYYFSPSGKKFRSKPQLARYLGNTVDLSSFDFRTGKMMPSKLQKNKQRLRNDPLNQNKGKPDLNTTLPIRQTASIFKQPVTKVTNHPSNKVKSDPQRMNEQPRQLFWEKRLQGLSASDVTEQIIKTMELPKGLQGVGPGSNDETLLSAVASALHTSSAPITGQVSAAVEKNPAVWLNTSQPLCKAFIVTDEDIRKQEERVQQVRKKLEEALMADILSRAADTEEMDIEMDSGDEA
LEDGF integ inh: blocks HIV-1 LEDGF/p75-dependent DNA integration; inhibition, % at 3.7 µM; AID 743269; 0.64% of 370,000 active; TR-FRET IN-LEDGF/p75 DNA integration, Eu/Cy5;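 active = inhibition above the screen-wide mean plus 3 SD, cut at about 13% in these data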;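 also: signal is the Cy5 over europium emission ratio at 671 and 618 nm; 0% = plate median of compound wells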
Rev-erbA mod: Rev-erb alpha (human) modulation; 0.79% of 370,000 active; Rev-erbα–FITC-DNA binding, fluorescence polarization, 90 min; activity, % at 10 µM; AID 1259318;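 active = activity above about 14%, limit read from the data; passing the limit was not always enough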;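 also: 0% = DMSO wells with 35 nM protein and 100% = DMSO wells with 750 nM protein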
Target sequence (P20393 whole entry, looked up): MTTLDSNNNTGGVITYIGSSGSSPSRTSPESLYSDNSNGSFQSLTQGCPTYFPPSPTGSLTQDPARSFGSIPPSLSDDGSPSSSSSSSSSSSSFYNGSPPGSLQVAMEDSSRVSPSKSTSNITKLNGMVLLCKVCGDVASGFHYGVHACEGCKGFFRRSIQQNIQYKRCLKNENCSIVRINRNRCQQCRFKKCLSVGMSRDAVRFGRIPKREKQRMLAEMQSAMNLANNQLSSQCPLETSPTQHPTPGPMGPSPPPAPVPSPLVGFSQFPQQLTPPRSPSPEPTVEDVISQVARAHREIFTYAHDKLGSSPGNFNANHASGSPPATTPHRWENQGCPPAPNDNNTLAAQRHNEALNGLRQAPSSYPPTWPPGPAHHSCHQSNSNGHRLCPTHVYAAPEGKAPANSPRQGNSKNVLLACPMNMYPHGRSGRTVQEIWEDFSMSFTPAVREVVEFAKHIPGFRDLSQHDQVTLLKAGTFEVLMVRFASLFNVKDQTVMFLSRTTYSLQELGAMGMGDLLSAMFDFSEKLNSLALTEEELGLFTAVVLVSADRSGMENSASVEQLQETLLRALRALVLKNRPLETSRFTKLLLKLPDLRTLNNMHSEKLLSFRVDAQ
PG9 Ab binder: small molecules binding HIV-1 gp120 antibody PG9; TR-FRET gp120-PG9 antibody binding; inhibition, % at 6.7 µM; 0.43% of 360,000 active; AID 624416; in the data active = inhibition above about 8.5%
PRMT1 FP inh: blocks human protein arginine methyltransferase 1; Q99873; recombinant PRMT1, activity-based probe fluorescence polarization; inhibition, % at 2.79 µM; 1.3% of 370,000 active;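 active = inhibition above about 21% made by adding two undisclosed values, limit read from the data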
UHRF1 binding: UHRF1 methyl-DNA binding inhibition; Q96T88; UHRF1 binding to methylated oligo, TR-FRET; inhibition, % at 4.4 µM; 0.75% of 370,000 active; AID 687016; in the data active = inhibition above about 21%;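 also: UHRF1 SRA domain binding a hemimethylated CpG hairpin DNA probe; 0% = median of test compound wells and 100% = reference inhibitor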
ABHD4 inh: inhibitors of mouse ABHD4. AID 720543. 0.54% of 370,000 active. Q8VD66. purified mABHD4, FP-Rh probe fluorescence polarization. inhibition, % at 8.92 µM;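 active = inhibition exceeding the mean over every tested compound plus 3 SD, cut at about 30% in these data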;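 also: 0% = plate median of compound wells and 100% = S159A mutant with DMSO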
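assay system = mABHD4 protein | compound dosing = single nominal dose of 8.92 µM, 0.89% DMSO final | read-out basis = percent inhibition of probe binding, normalized to plate controls | schedule = Enzyme–compound pre-incubation 45 min, then probe 60 min, both 25 °C | detection = fluorescence polarization, excitation 525 nm, emission 598 nm, BODIPY TMR filters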
rCAG binder: molecules binding r(CAG) RNA repeats | r(CAG) RNA repeat, TO-PRO-1 dye displacement fluorescence | inhibition, % at 3 µM | 1.3% of 370,000 active;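 active = inhibition above the plate cutoff, the mean of all test compounds on that plate plus 3 SD, cut at about 35% in these data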;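 also: 0% = DMSO alone and 100% = 100 µM mitoxantrone as full dye displacement; higher means more dye released from RNA so lower well fluorescence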
* hit, by the source's call. The list is partial (hit frequency here may not be typical).

What do the screens show for `Cc1ccc(-c2cc(C(=O)OCC(=O)N(C)C3CCS(=O)(=O)C3)c3ccccc3n2)c(C)c1` (stereo unspecified)?
HTRA1 inhibitor: -12; TCR-CD3 inh: -4; MBD2 inh: -1; LEDGF integ inh: -4; Rev-erbA mod: -5; PG9 Ab binder: 0.1; PRMT1 FP inh: -1; UHRF1 binding: -1; ABHD4 inh: -5; rCAG binder: 1

Results for COCCN(C(=O)Cn1nnc2ccccc21)C(C(=O)NC1CCCC1)c1ccc(OC)cc1OC (stereo unspecified) ?
HTRA1 inhibitor: 2; TCR-CD3 inh: -7; MBD2 inh: 9; LEDGF integ inh: 3; Rev-erbA mod: 3; PG9 Ab binder: 0.3; PRMT1 FP inh: 0; UHRF1 binding: -1; ABHD4 inh: 6; rCAG binder: -1

How did CCCc1cc(=O)oc2cc(OCC(=O)NCc3cccs3)ccc12 do in these assays?
HTRA1 inhibitor: -3; TCR-CD3 inh: 4; MBD2 inh: -9; LEDGF integ inh: 4; Rev-erbA mod: 5; PG9 Ab binder: 0.8; PRMT1 FP inh: -4; UHRF1 binding: 1; ABHD4 inh: -13; rCAG binder: -2

What do the screens show for `Cc1ccc(C(=O)Nc2ccc3ccccc3c2)cc1`?
HTRA1 inhibitor: -19; TCR-CD3 inh: -6; MBD2 inh: 4; LEDGF integ inh: -2; Rev-erbA mod: 3; PG9 Ab binder: -0.2; PRMT1 FP inh: 0; UHRF1 binding: 0; ABHD4 inh: -6; rCAG binder: 1

What do the screens show for `Cc1cccc(CN2CCc3c(OCC(=O)N4CCCc5ccccc54)cccc3C2=O)c1`?
HTRA1 inhibitor: -34; TCR-CD3 inh: 3; MBD2 inh: 1; LEDGF integ inh: -2; Rev-erbA mod: -7; PG9 Ab binder: 2.0; PRMT1 FP inh: 1; UHRF1 binding: 3; ABHD4 inh: 3; rCAG binder: -2

What do the screens show for `Cc1cccn2c(=O)c3cc(C(=O)NCCc4ccccc4)sc3nc12`?
HTRA1 inhibitor: -5; TCR-CD3 inh: -5; MBD2 inh: 3; LEDGF integ inh: -2; Rev-erbA mod: 12; PG9 Ab binder: 6.5; PRMT1 FP inh: 4; UHRF1 binding: 3; ABHD4 inh: -13; rCAG binder: 4

Results for Cc1cc(N2CCN(C(=O)c3[nH]c(C(F)(F)F)nc3-c3ccccc3)CC2)c2ccccc2n1 ?
TCR-CD3 inh: 3; MBD2 inh: 0; LEDGF integ inh: 7; Rev-erbA mod: -5; PG9 Ab binder: 0.2; PRMT1 FP inh: -9; UHRF1 binding: -6; ABHD4 inh: -8; rCAG binder: 20

Results for COc1ccc(CCC(=O)N2CCN(S(=O)(=O)c3ccc(OC(F)(F)F)cc3)CC2)cc1 ?
HTRA1 inhibitor: -4; TCR-CD3 inh: -5; MBD2 inh: 4; LEDGF integ inh: -8; Rev-erbA mod: -2; PG9 Ab binder: -1.3; PRMT1 FP inh: 6; UHRF1 binding: 1; ABHD4 inh: 5; rCAG binder: -1

Results for Cc1c(NC(=O)COc2ccc3ccccc3c2)c(=O)n(-c2ccccc2)n1C ?
TCR-CD3 inh: 2; MBD2 inh: 0; LEDGF integ inh: -6; Rev-erbA mod: 3; PG9 Ab binder: 0.5; PRMT1 FP inh: 1; UHRF1 binding: 2; ABHD4 inh: 1; rCAG binder: -5

Results for Cc1ccc(C2C(=O)N(C3CCCC3)CC(=O)N2CC2COc3ccccc3O2)cc1 (stereo unspecified) ?
HTRA1 inhibitor: -4; TCR-CD3 inh: 5; MBD2 inh: 5; LEDGF integ inh: -1; Rev-erbA mod: -1; PG9 Ab binder: -0.9; PRMT1 FP inh: -1; UHRF1 binding: 1; ABHD4 inh: -3; rCAG binder: -3

What do the screens show for `O=C(O)C1=CCCc2ccc(F)cc21`?
HTRA1 inhibitor: -6; TCR-CD3 inh: 1; MBD2 inh: 0; LEDGF integ inh: -1; Rev-erbA mod: 7; PG9 Ab binder: -0.5; PRMT1 FP inh: 7; UHRF1 binding: 2; ABHD4 inh: 2; rCAG binder: 1

Results for CCc1ccc(NC(=O)NCCN2CCc3ccccc3C2)cc1 ?
HTRA1 inhibitor: -9; TCR-CD3 inh: 3; MBD2 inh: 0; LEDGF integ inh: 4; Rev-erbA mod: 3; PG9 Ab binder: -3.2; PRMT1 FP inh: 0; UHRF1 binding: 1; ABHD4 inh: 4; rCAG binder: -2

The last 2 compounds of the section before come first, to join the parts.
What do the screens show for `O=C(O)C1=CCCc2ccc(F)cc21`?
HTRA1 inhibitor: -6; TCR-CD3 inh: 1; MBD2 inh: 0; LEDGF integ inh: -1; Rev-erbA mod: 7; PG9 Ab binder: -0.5; PRMT1 FP inh: 7; UHRF1 binding: 2; ABHD4 inh: 2; rCAG binder: 1

Results for CCc1ccc(NC(=O)NCCN2CCc3ccccc3C2)cc1 ?
HTRA1 inhibitor: -9; TCR-CD3 inh: 3; MBD2 inh: 0; LEDGF integ inh: 4; Rev-erbA mod: 3; PG9 Ab binder: -3.2; PRMT1 FP inh: 0; UHRF1 binding: 1; ABHD4 inh: 4; rCAG binder: -2

What do the screens show for `CC(=O)N/C(=C\c1ccc(F)cc1)C(=O)NC(Cc1c[nH]c2ccccc12)C(=O)O` (stereo unspecified)?
HTRA1 inhibitor: -2; TCR-CD3 inh: -4; MBD2 inh: 0; LEDGF integ inh: -3; Rev-erbA mod: 5; PG9 Ab binder: -0.4; PRMT1 FP inh: 2; UHRF1 binding: 0; ABHD4 inh: 5; rCAG binder: 0

What do the screens show for `COc1ccc(Cn2cc(CN3CC=CS3(=O)=O)nn2)cc1`?
MBD2 inh: -5; LEDGF integ inh: -3; Rev-erbA mod: 2; PRMT1 FP inh: 7; UHRF1 binding: 4; ABHD4 inh: -1; rCAG binder: 2

What do the screens show for `C/C(=N\NC(=S)Nc1ccc(C)cc1)c1cccc(N)c1`?
HTRA1 inhibitor: -12; TCR-CD3 inh: -4; MBD2 inh: 2; LEDGF integ inh: -3; Rev-erbA mod: -4; PG9 Ab binder: -2.1; PRMT1 FP inh: 3; UHRF1 binding: -2; ABHD4 inh: 8; rCAG binder: 12

How did Cc1cc(C)c2c(NC(=S)NC(=O)c3ccccc3)n[nH]c2n1 do in these assays?
HTRA1 inhibitor: 1; TCR-CD3 inh: -8; MBD2 inh: 4; LEDGF integ inh: -7; Rev-erbA mod: -1; PG9 Ab binder: 0.5; PRMT1 FP inh: 1; UHRF1 binding: 6; ABHD4 inh: 0; rCAG binder: -4

How did COc1ccc(/C=N\NC(=O)COc2ccc(C(C)(C)C)cc2)cc1Cn1nc(C)cc1C do in these assays?
HTRA1 inhibitor: -17; TCR-CD3 inh: 4; MBD2 inh: 5; LEDGF integ inh: -5; Rev-erbA mod: 1; PG9 Ab binder: -2.3; PRMT1 FP inh: -3; UHRF1 binding: 1; ABHD4 inh: -6; rCAG binder: -1

How did CCOc1ccccc1OC(=O)c1cc2ccccc2oc1=O do in these assays?
HTRA1 inhibitor: -2; TCR-CD3 inh: 4; MBD2 inh: 0; LEDGF integ inh: -2; Rev-erbA mod: 3; PG9 Ab binder: -0.9; PRMT1 FP inh: 2; UHRF1 binding: -2; ABHD4 inh: 1; rCAG binder: -4

How did COc1ccc(NC(=O)C2CCN(S(=O)(=O)c3c(C)noc3C)CC2)cc1OC do in these assays?
HTRA1 inhibitor: -1; TCR-CD3 inh: 9; MBD2 inh: 3; LEDGF integ inh: -1; Rev-erbA mod: 0; PG9 Ab binder: -0.7; PRMT1 FP inh: -2; UHRF1 binding: -2; ABHD4 inh: 1; rCAG binder: -3

How did COc1ccc(-c2csc3ncnc(N4CCN(S(=O)(=O)c5cccc(C(F)(F)F)c5)CC4)c23)cc1 do in these assays?
HTRA1 inhibitor: 2; TCR-CD3 inh: -3; MBD2 inh: 2; LEDGF integ inh: 4; Rev-erbA mod: 2; PG9 Ab binder: -0.7; PRMT1 FP inh: -1; UHRF1 binding: 4; ABHD4 inh: 3; rCAG binder: 4

Results for O=C(CSc1nnc(-c2cc(-c3cccs3)nc3ccccc23)o1)NC1CCCCC1 ?
HTRA1 inhibitor: -3; TCR-CD3 inh: -1; MBD2 inh: 2; LEDGF integ inh: 4; Rev-erbA mod: 11; PG9 Ab binder: 0.1; PRMT1 FP inh: 0; UHRF1 binding: 1; ABHD4 inh: 9; rCAG binder: 5

What do the screens show for `COc1cc(Nc2ccn3nc(-c4ccccc4Cl)cc3n2)cc(OC)c1OC`?
TCR-CD3 inh: -2; MBD2 inh: 4; LEDGF integ inh: -3; Rev-erbA mod: 5; PG9 Ab binder: -2.9; PRMT1 FP inh: 3; UHRF1 binding: 1; ABHD4 inh: 7; rCAG binder: 11

Results for Cc1c(Cc2ccccc2)c(=O)oc2c(C)c(OC(C)C(=O)NCC3CCC(C(=O)O)CC3)ccc12 (stereo unspecified) ?
HTRA1 inhibitor: -1; TCR-CD3 inh: -5; MBD2 inh: 5; LEDGF integ inh: 0; Rev-erbA mod: -6; PG9 Ab binder: -0.8; PRMT1 FP inh: 3; UHRF1 binding: 1; ABHD4 inh: -3; rCAG binder: 2

How did COc1ccc2c(c1)cc1c(=O)n(CC(=O)NC(C)CCc3ccccc3)nc(C)n12 (stereo unspecified) do in these assays?
HTRA1 inhibitor: -2; TCR-CD3 inh: 0; MBD2 inh: 2; LEDGF integ inh: -3; Rev-erbA mod: 9; PG9 Ab binder: -0.9; PRMT1 FP inh: 2; UHRF1 binding: -1; ABHD4 inh: 2; rCAG binder: 0

How did CC1CCCCC12NC(=O)N(CC(=O)N1CCc3ccccc31)C2=O (stereo unspecified) do in these assays?
HTRA1 inhibitor: -5; TCR-CD3 inh: -7; MBD2 inh: 4; LEDGF integ inh: -2; Rev-erbA mod: 6; PG9 Ab binder: 0.6; PRMT1 FP inh: 7; UHRF1 binding: 7; ABHD4 inh: -14; rCAG binder: 5

What do the screens show for `COc1cccc(-c2nnc3n2N=C(C(C)(C)C)CS3)c1`?
HTRA1 inhibitor: -3; TCR-CD3 inh: 3; MBD2 inh: -5; LEDGF integ inh: 1; Rev-erbA mod: -2; PG9 Ab binder: 0.4; PRMT1 FP inh: -2; UHRF1 binding: -3; ABHD4 inh: 3; rCAG binder: -4

What do the screens show for `CN(CCOc1ccccc1)C(=O)c1ccc(Cl)c(S(=O)(=O)N2CCCCC2)c1`?
HTRA1 inhibitor: -5; TCR-CD3 inh: -7; MBD2 inh: -5; LEDGF integ inh: 8; Rev-erbA mod: -2; PG9 Ab binder: 0.5; PRMT1 FP inh: -3; UHRF1 binding: -1; ABHD4 inh: -14; rCAG binder: -2

What do the screens show for `Cc1ccc(CNC(=O)C2CCCN2C(=O)Nc2ccccc2)cc1` (stereo unspecified)?
HTRA1 inhibitor: -1; TCR-CD3 inh: 3; MBD2 inh: 4; LEDGF integ inh: 4; Rev-erbA mod: 2; PG9 Ab binder: 0.3; PRMT1 FP inh: 0; UHRF1 binding: -2; ABHD4 inh: 3; rCAG binder: 1

What do the screens show for `OC(CNC1Cc2ccccc2C1)COc1ccc(F)cc1` (stereo unspecified)?
HTRA1 inhibitor: 9; TCR-CD3 inh: -1; MBD2 inh: -5; LEDGF integ inh: -7; Rev-erbA mod: 4; PG9 Ab binder: -0.3; PRMT1 FP inh: 6; UHRF1 binding: 2; ABHD4 inh: -1; rCAG binder: -1

Results for Cc1ccc(S(=O)(=O)N2CCN(C(=O)COC(=O)/C=C/c3ccc(C(F)(F)F)cc3)CC2)c(C)c1 ?
HTRA1 inhibitor: 10; TCR-CD3 inh: 4; MBD2 inh: 4; LEDGF integ inh: -1; Rev-erbA mod: 2; PG9 Ab binder: 0.8; PRMT1 FP inh: 0; UHRF1 binding: -3; ABHD4 inh: -3; rCAG binder: 2

Screening results from PubChem BioAssay.
